# TR SRC2 fluor cs – Texas Red fluorescence interference in TRb-SRC2 counter-screen | TRb/SRC2 Texas Red total fluorescence interference | Potency, µM (titrated, usually from 106 µM), for the others: top-dose fluorescence change, negative = quenching | hit rate 0.29% among 280,000 | AID 1479; active means well fitted curve in either direction with a large enough effect; inconclusive means small, poorly fitted or top-dose-only effect
#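 Human TRβ ligand-binding domain (0.6 uM) and Texas Red SRC2 peptide (20 nM) in Tris buffer with 1 uM T3 and 5% DMSO were incubated with pinned compound for 5 hr at ambient temperature. Total fluorescence was computed as S + 2P (555/632 nm).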
# L3MBTL1 block – L3MBTL1 (human) inhibition; Q9Y468; AlphaScreen L3MBTL1–H3K9me1 peptide binding; Potency, µM (series often up to 57.1 µM), inactives show top-dose activity, negative = inhibition, hits mostly inhibitors; hit rate 0.66% among 230,000; AID 485360; further: nearly all actives have a fitted effect of over 60% in size
# Target sequence (Q9Y468 whole entry, looked up): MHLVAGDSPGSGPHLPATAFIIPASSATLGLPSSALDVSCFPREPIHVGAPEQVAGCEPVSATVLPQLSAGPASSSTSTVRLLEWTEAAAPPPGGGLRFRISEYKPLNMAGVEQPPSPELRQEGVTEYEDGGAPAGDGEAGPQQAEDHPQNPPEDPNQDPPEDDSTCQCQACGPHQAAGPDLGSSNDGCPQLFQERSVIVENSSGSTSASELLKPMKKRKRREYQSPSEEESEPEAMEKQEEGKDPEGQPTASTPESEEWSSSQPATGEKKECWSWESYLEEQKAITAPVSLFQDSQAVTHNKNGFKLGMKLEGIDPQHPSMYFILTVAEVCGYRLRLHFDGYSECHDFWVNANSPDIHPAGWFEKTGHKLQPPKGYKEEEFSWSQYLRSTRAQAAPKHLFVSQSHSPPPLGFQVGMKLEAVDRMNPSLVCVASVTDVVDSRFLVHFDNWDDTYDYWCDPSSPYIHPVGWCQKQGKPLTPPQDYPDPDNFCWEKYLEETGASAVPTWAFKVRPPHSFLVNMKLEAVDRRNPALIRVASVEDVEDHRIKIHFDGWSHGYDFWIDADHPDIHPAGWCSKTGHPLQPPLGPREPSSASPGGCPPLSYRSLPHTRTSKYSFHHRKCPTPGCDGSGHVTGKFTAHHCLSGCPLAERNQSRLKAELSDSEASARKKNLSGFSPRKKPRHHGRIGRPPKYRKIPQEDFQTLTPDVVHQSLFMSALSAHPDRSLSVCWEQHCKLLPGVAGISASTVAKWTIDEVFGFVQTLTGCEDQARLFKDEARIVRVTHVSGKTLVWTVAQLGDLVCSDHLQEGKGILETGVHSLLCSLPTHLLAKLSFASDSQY
#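 Displacement of a biotinylated histone H3(1-15) peptide monomethylated at Lys9 (75 nM) from L3MBTL1 (50 nM) was measured by AlphaScreen after a 30 min room-temperature compound incubation; cefsulodin titration served as intraplate control.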
# TRb-SRC2 inh – TRbeta-SRC2 interaction inhibition. Potency, µM (titrated, usually from 106 µM), for the others: top-dose activity change, negative = inhibition, actives largely listed as inhibitors. TRbeta-SRC2 peptide binding, fluorescence polarization; receptor liganded with 1 µM T3. P10828. AID 1469. hit rate 0.065% among 280,000;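 further: plate controls were bound peptide for no effect and peptide without receptor for full effect; nearly all actives have a fitted effect of over 50% in size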
#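 Binding of a 20-amino-acid Texas Red SRC2 peptide (20 nM) to TRb ligand-binding domain (0.6 uM) with agonist T3 at 1 uM was followed by fluorescence polarization after a 5 hr room-temperature incubation.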
# GAA glycogen – alters human alpha-glucosidase cleavage of glycogen. P10253. recombinant GAA, glycogen substrate, Amplex Red glucose oxidase fluorescence. Potency, µM (top dose mostly 76.4 µM), without a hit: top-dose activity change, negative = inhibition, hits mostly inhibitors. hit rate 0.38% among 300,000. AID 2100;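 further: 0% = full enzyme reaction and -100% = no-enzyme basal signal; the screen sought inhibitors and activators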
#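 Recombinant human alpha-glucosidase (4 nM final) hydrolysed bovine liver glycogen (30 ug) for 40 min at 37 C in pH 5.0 citrate/phosphate with 0.01% Tween-20. Released glucose detected by glucose oxidase/Amplex Red, Ex 573/Em 610 nm. Compounds up to 77 uM; AC50 from Hill fits.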
# GAA inhib – inhibitors of human lysosomal alpha-glucosidase; Potency, µM (titrated, usually from 76.9 µM), inactives show at the highest dose activity change, negative = inhibition, actives largely listed as inhibitors; P10253; hit rate 0.005% among 200,000; purified human GAA, 4-MU-alpha-glucoside fluorescence;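 further: plate controls were uninhibited enzyme wells for no effect and no-enzyme background for full effect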
#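 Human alpha-glucosidase, 4 nM, pre-mixed with test compounds before 400 uM 4-methylumbelliferyl substrate; 20 min room temperature at pH 5.0. Fluorescence read after pH 10 stop; AC50 values from Hill-equation fits.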
# RECQ1 inh – blocks DNA unwinding by human RECQ1; P46063; RECQ1 DNA unwinding, red fluorescence kinetic read; Potency, µM (top dose mostly 57.3 µM), for inactives: at the top dose activity, negative = inhibition, hits mostly inhibitors; hit rate 0.54% among 240,000; AID 2549;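 further: plate controls were vehicle for no effect and no enzyme for full effect; nearly all actives have a fitted effect of over 30% in size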
#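 50 nM RECQ1T1 preincubated 15 min with compound in Tris pH 8.0 buffer with MgCl2, DTT, Tween-20 and 2.5 ug/ml poly(dI-dC); started with 200 nM TAMRA/BHQ-2 forked duplex and 2 mM ATP. Unwinding read as fluorescence (525/598 nm), two reads 2 h apart.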
# aGlu spleen mod – inhibitors or activators of human alpha-glucosidase in spleen homogenate. Potency, µM (highest dose often 79.9 µM), without a hit: at the highest dose activity change, negative = inhibition, actives largely listed as inhibitors. P10253. hit rate 0.006% among 240,000. human spleen homogenate, 4-MU-alpha-glucoside fluorescence. AID 2112;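 further: 0% = enzyme with vehicle and -100% = no enzyme basal signal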
#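 AC50 values come from Hill-equation fits of concentration-response data, normalized to no-enzyme and full-activity controls. Enzyme source: 1 ug human spleen homogenate; 1 mM fluorogenic 4-MU glucoside, pH 5.0 citrate buffer, 37 C, 40 min.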
# RGS12 GoLoco inh – blocks human Gai1 binding to RGS12 GoLoco peptide, red readout; Gai1:RGS12 GoLoco peptide FP, rhodamine, 10 min; AID 880; Potency, µM (highest dose often 61.6 µM), for inactives: at the highest dose activity, negative = inhibition, hits mostly inhibitors; P63096; hit rate 0.44% among 230,000; active means well fitted inhibition curve with a large enough effect, not every such curve was filed as active; inactive means no such curve, though single readings can be large or run the other way; further: nearly all actives have a fitted effect of over 30% in size; many of its hits are not listed in these tables
# * marks the source's active call; other numbers are inactive results; i = inactive; ? = inconclusive; · = not tested or not shown; [ ] = dose if it differs, or a comment. Unless noted, the call rests on the fitted dose curve; in most records, active means well fitted curve in the direction sought with a large enough effect; inconclusive means small, poorly fitted or top-dose-only effect, or another doubt; inactive means no such curve, though single readings can be large; an effect the other way counts as inactive or inconclusive. Unless noted, on the % scale 0 is the no-effect control and ±100 the full control effect; potency means the concentration at half of the fitted maximal effect. These rows are one share of the data; the hit share may differ from the screen's.
SMILES,TR SRC2 fluor cs,L3MBTL1 block,TRb-SRC2 inh,GAA glycogen,GAA inhib,RECQ1 inh,aGlu spleen mod,RGS12 GoLoco inh
COC(=O)c1ccc2nc(NC(=O)C3CCCCC3)sc2c1,-0.1%,2.0%,1.1%,-2.5%,2.5%,-5.1%,-14.1%,4.8%
Cc1cc(Br)ccc1OCC(=O)NNC(=O)c1cnccn1,-2.2%,16.3%,-7.3%,3.3%,-0.3%,-3.0%,-3.4%,9.1%
C=C(C)C(=O)Nc1cccc(C2=NOC3(C2)C[C@@H](C(N)=O)N(C(=O)C2(C)CC2)C3)c1 (stereo partly specified),-3.0%,·,-8.8%,8.9%,·,10µM*,-0.4%,-1.5%
COc1ccccc1OCCC(=O)OCCN1C(=O)c2ccccc2C1=O,2.5%,5.5%,3.6%,6.8%,-4.6%,-5.9%,-9.6%,9.6%
Cc1ccc(S(=O)(=O)N2CCN(C(=O)C3CCN(C(=O)c4ccccc4C)CC3)CC2)cc1C,-2.9%,-0.1%,0.9%,-10.1%,1.3%,-2.6%,1.4%,5.7%
C/C(=N\NC(=O)C(O)(c1ccccc1)c1ccccc1)c1ccc(C)o1,1.9%,1.1%,-4.3%,9.1%,-0.2%,-3.4%,3.2%,1.7%
O=C(c1ccc2c(c1)OCO2)N1CCN(c2ccc(Cl)cc2)CC1,-0.5%,-5.1%,-24.8%,0.1%,-12.1%,i,-1.6%,-2.6%
COc1ccc(N2CCC(CNC(=S)Nc3cccc(C)c3)C2)cc1 (stereo unspecified),1.3%,?,1.6%,-29.3%,?,-14.4%,-4.2%,10.5%
COc1ccc(C(=O)NCc2c(CC(C)C)oc(C)c2C(=O)O)cc1,-1.0%,1.6%,-1.6%,0.6%,-3.3%,-2.1%,-5.0%,-5.0%
CN=C1C=C/C(=N/N=c2\ccn(O)cc2C)C=C1C,-4.6%,-24.5%,-7.0%,-2.9%,10.2%[15.4 µM],-20.0%,3.0%,28.5%
Cc1ccccc1-n1c(-c2csc3ccccc23)n[nH]c1=S,2.6%,-7.2%,-2.0%,11.0%,-11.1%,-11.9%,0.9%,6.8%
c1ccc(-c2n[nH]nc2-c2ccccc2)cc1,1.1%,2.6%,1.4%,-10.0%,-7.0%,-2.4%,2.2%,-0.4%
CCc1ccccc1NC(=O)CSc1n[nH]c(C)c1[N+](=O)[O-],-1.6%,5.2%,-5.0%,-4.1%,4.7%,-5.5%,-1.4%,8.6%
CC(C(=O)O)N1C(=O)/C(=C/C=C/c2ccco2)SC1=S (stereo unspecified),?,1.12µM*,11.8%,-21.0%,5.0%,6.31µM*,-7.5%,-6.7%
O=C(O)c1nn(CCSc2ccccc2F)c(=O)c2ccccc12,-4.9%,4.1%,0.0%,6.8%,·,i,4.9%,5.0%
CC(=O)c1ccc(C(=O)N(CCN(C)C)c2nc3c(Cl)cccc3s2)cc1,-0.6%,·,8.8%,-8.0%,0.0%,i,-5.0%,-6.0%
O=C(COC(=O)c1cccnc1)Nc1ccc(F)cc1,-2.8%,·,5.1%,-1.4%,1.8%,0.1%,-5.2%,14.1%
O=C(NC1CCCCC1)C(c1ccc(F)cc1)N(CCc1ccccc1)C(=O)CN1C(=O)c2ccccc2S1(=O)=O (stereo unspecified),0.6%,0.8%,13.7%,-5.0%,-4.7%,0.4%,5.6%,0.7%
Nn1c(SCc2cccc(Cl)c2)nnc1-c1ccncc1,-0.6%,-1.3%,-8.8%,-0.5%,·,-1.1%,5.3%,-6.6%
N#Cc1cccc(OCC(=O)NC(=O)NCc2ccccc2)c1,-1.2%,·,-4.0%,7.4%,7.1%,-5.1%,-17.8%,13.2%
COC(=O)c1c(C)oc(C)c1S(=O)(=O)Nc1ccccc1,-6.4%,-7.3%,-2.9%,0.2%,-12.9%,i,4.8%,9.3%
CN(C)c1ccc(C(=O)NC2(N3CCC3=O)CCCC2)cc1,-8.0%,-7.7%,-4.9%,11.0%,9.6%,i,-0.4%,5.5%
O=C(CN(C1CCCCC1)S(=O)(=O)c1ccc(F)cc1)Nc1ccc2c(c1)OCO2,-1.0%,-8.8%,1.4%,-10.0%,-8.9%,-18.9%,-5.2%,-2.4%
O=C(CC(c1ccc(F)cc1)c1ccco1)N1CCCC1 (stereo unspecified),4.0%,-4.2%,-9.7%,-19.2%,-12.7%,i,2.0%,·
CCOc1ccc(CC(=O)C2C(=O)CCCC2=O)cc1OCC,0.6%,2.9%,2.0%,0.4%,-3.0%,-1.6%,-8.0%,1.2%
C=CCc1cccc(C=Nc2cccn3cc(-c4ccccc4)nc23)c1O,-0.9%,·,-4.6%,?,6.3%,i,9.3%,5.9%
CCOc1cc(C)c(Cl)cc1S(=O)(=O)NC1CC(C)(C)NC(C)(C)C1,-0.5%,-12.4%,8.7%,-2.0%,4.1%,-0.8%,0.7%,4.4%
CCN1C(=O)C(CC(=O)Nc2ccc(OC)cc2)N(CCc2ccccc2F)C1=S (stereo unspecified),-0.8%,-2.3%,2.8%,-23.2%,·,-5.0%,7.3%,6.2%
O=C1CC(c2ccccc2F)c2cc3c(cc2N1)CCC3 (stereo unspecified),-0.8%,6.1%,2.5%,3.4%,-11.3%,-9.0%,1.3%,3.7%
CCCCC(=O)O[C@]1(C(=O)CO)CC[C@H]2[C@@H]3CCC4=CC(=O)CC[C@]4(C)[C@H]3[C@@H](O)C[C@@]21C,0.3%,4.1%,-5.3%,0.0%,-13.2%[15.4 µM],-11.1%,-13.5%,5.8%
CCN(CC)c1ccc(NC(=O)CC2Oc3ccccc3NC2=O)c(C)c1 (stereo unspecified),1.1%,·,-2.6%,19.8%,-2.9%,-9.6%,1.2%,-28.8%
O=C(NC1CCCCC1)N1CCCC1,-6.6%,0.3%,2.9%,3.3%,-4.4%,0.3%,-7.0%,-4.2%
COc1cc(/C=C(/C#N)c2nc3ccccc3[nH]2)ccc1OC(=O)c1ccco1,-6.2%,15.2%,-15.2%,-9.4%,4.0%,-2.0%,-2.4%,4.4%
CC1CCC(NC(=O)c2ccc(S(C)(=O)=O)cc2)CC1 (stereo unspecified),0.0%,-0.7%,-3.2%,4.8%,7.1%,-3.5%,-4.3%,9.9%
Cc1cc2ncn(CCC(=O)NC(C)(C)C)c2cc1C,-3.6%,-17.8%,-8.0%,-15.2%,0.4%,-12.2%,-4.6%,5.1%
O=C1C(=Cc2cccn2-c2ccc(O)cc2)C(=O)c2ccccc21,-3.0%,1.7%,-1.7%,-16.9%,-0.2%,i,-4.6%,20µM*
COc1cc(OC)c2c(OC)c(-c3ccc4c(c3)OCO4)c(=O)oc2c1,-1.6%,·,-6.6%,·,·,-4.2%,5.6%,3.8%
N/C(Cn1cncn1)=N\NC(=O)C(=O)Nc1cccc(C(F)(F)F)c1,0.7%,16.2%,-4.4%,1.1%,-5.0%,i,-2.5%,8.0%
CC(C)C(=O)NS(=O)(=O)c1ccc(NS(C)(=O)=O)cc1,-1.6%,-0.7%,-10.0%,-3.1%,·,0.6%,-11.2%,9.4%
CC(=O)Nc1cccc(NC(=O)CSc2nn3c(=O)c(C)nnc3s2)c1,-1.4%,·,-2.9%,9.5%,·,i,-1.3%,-4.1%

# Reprinted from the entries so far, 4 compounds:
SMILES,TR SRC2 fluor cs,L3MBTL1 block,TRb-SRC2 inh,GAA glycogen,GAA inhib,RECQ1 inh,aGlu spleen mod,RGS12 GoLoco inh
COc1cc(OC)c2c(OC)c(-c3ccc4c(c3)OCO4)c(=O)oc2c1,-1.6%,·,-6.6%,·,·,-4.2%,5.6%,3.8%
N/C(Cn1cncn1)=N\NC(=O)C(=O)Nc1cccc(C(F)(F)F)c1,0.7%,16.2%,-4.4%,1.1%,-5.0%,i,-2.5%,8.0%
CC(C)C(=O)NS(=O)(=O)c1ccc(NS(C)(=O)=O)cc1,-1.6%,-0.7%,-10.0%,-3.1%,·,0.6%,-11.2%,9.4%
CC(=O)Nc1cccc(NC(=O)CSc2nn3c(=O)c(C)nnc3s2)c1,-1.4%,·,-2.9%,9.5%,·,i,-1.3%,-4.1%

# Carrying on:
SMILES,TR SRC2 fluor cs,L3MBTL1 block,TRb-SRC2 inh,GAA glycogen,GAA inhib,RECQ1 inh,aGlu spleen mod,RGS12 GoLoco inh
S=C(NCc1ccc2c(c1)OCO2)NCc1ccco1,-5.4%,7.8%[11.4 µM],-1.8%,-28.7%,-3.6%,i,-4.2%,24.1%
COC(=O)c1c(NS(C)(=O)=O)sc2c1CCCC2,-5.1%,2.8%[11.4 µM],-6.4%,-25.9%,0.8%,-7.3%,-4.8%,-23.9%
O=C(O)c1cccc(-n2cccc2/C=C2\SC(=O)N(Cc3ccccc3F)C2=O)c1,-0.4%,-27.9%,-1.4%,10.1%,-2.6%,-19.5%,-1.4%,-18.6%
CN=C(c1ccc(C)cc1)n1c(=S)nc(-c2ccc(C)cc2)n(C)c1=S,-1.9%,-17.2%,4.6%,-3.5%,8.7%,i,1.7%,2.7%
CCNC(=S)N1CCCC(c2nc3ccc(C)cc3[nH]2)C1 (stereo unspecified),-1.7%[53 µM],-4.5%,4.3%[53 µM],-8.3%,13.5%,-5.4%,-1.9%,8.1%
CC#CC[N+](C)(C)CCCCCCCCCC,-2.5%,51.0%[activator],0.6%,17.2%,·,-9.8%,-5.7%,3.8%
CN(C(=O)CC1C(=O)NCCN1Cc1ccc(F)c(F)c1)C1CCOCC1 (stereo unspecified),-1.0%[53 µM],5.6%,-2.7%[53 µM],17.8%,7.4%,7.8%,4.7%,0.4%
O=C(NCc1ccccn1)c1cc(-c2ccc(Br)cc2)nc2ccccc12,-2.4%,-0.7%,-5.1%,4.0%,4.9%,5.9%,-11.7%,3.9%
Cc1[nH]c(=O)[nH]c(=O)c1S(=O)(=O)N(C)Cc1ccccc1,2.9%,1.3%,2.4%,2.0%,-10.2%[15.4 µM],-11.9%,-2.7%,2.0%
CCC(C)Sc1nc2c(c(=O)n1C)SC(C)C2 (stereo unspecified),-3.1%,-11.6%,1.4%,0.8%,-9.9%,i,-9.6%,-0.9%
